From PubChem
Pf apPOL block: Pf-apPOL DNA polymerase inhibition; inhibition, % at 10 µM; 0.25% of 210,000 active; Recombinant Pf-apPOL, molecular beacon fluorescence, 1.5 h
mHTT CaM bind: disrupts binding of mutant huntingtin to calmodulin; inhibition, % at 15 µM; AID 1671202; AlphaScreen His-mHTT/GST-CaM binding, luminescence; 3.6% of 190,000 active; P42858;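 also: 0% = both proteins with DMSO and 100% = one protein alone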
* = called active by the depositor; x = no result given; & = joins results of further samples. Rule as the data show it: active = inhibition above about 50%; inactive = the rest.

item	Structure	Pf apPOL block	mHTT CaM bind
1	COc1ccc(S(=O)(=O)CCCC(=O)N2CCN(c3ccccc3)CC2)cc1	-3	10
2	O=S(=O)(c1ccc(-c2csc(=Nc3ccc(Cl)cc3)n2CCCO)cc1)N1CCCC1	-12	55*
3	COc1ccc(C2/C=C\CN(Cc3ccco3)CC(=O)N2Cc2ccc(F)cc2)cc1 (configuration not stated)	-4	61*
4	O=C1NC(=S)NC1=Cc1ccccc1	-9	2
5	O=C1Nc2ccccc2N(O)N1c1cccc([N+](=O)[O-])c1	-18	-4
6	Cc1cc(Br)ccc1NC(=O)c1sc2ccccc2c1Cl	0	-4
7	C=CCOc1nc2c(c(=O)n(Cc3ccc(Br)cc3)c(=O)n2C)n1C	4	-3
8	COc1ccc(NC(=O)C2CCN(c3nccn4nc(-c5ccc(F)cc5)cc34)CC2)cc1	-2	7
9	C=CCN=Cc1c(NCC=C)nc2c(C)cccn2c1=O	-9	21
10	CC1CCN(C(=O)c2cnn3ccc(C4CCN(C(=O)C5CCCCC5)CC4)cc23)CC1	0	23
11	COc1cc2c(cc1OC)C(c1ccc(Br)cc1)NC(=O)C2 (configuration not stated)	3	7
12	O=C(Cn1c(-c2cccnc2)nc2ccccc21)NCc1ccccc1Cl	-6	34
13	O=C(c1cc(-c2ccc(Cl)cc2)on1)N1CCCC1	-1	-1
14	O=C(NCc1ccc(F)cc1)C1CCN(c2cn[nH]c(=O)c2)CC1	-6	-3
15	CC(C)CN1C(=O)NC(NC(=O)c2ccco2)(C(F)(F)F)C1=O (configuration not stated)	-4	4
16	Cc1[nH]c(=O)[nH]c(=O)c1S(=O)(=O)N1CCCC(C(=O)Nc2cccc3c2CCCC3)C1 (configuration not stated)	-5	4
17	CC1(C(=O)NC2CCCC2)Cn2c(cc3sccc32)C(=O)N1Cc1ccco1 (configuration not stated)	-2	-6
18	CCCCNC(=O)NCC12CC3CC(CC(C3)C1)C2	3	-8
19	CCC(CC)C(=O)N1CCc2c(c(C(=O)NCc3ccc(F)cc3)nn2C)C1	-8	58*
20	O=C1CC2(CCN(C(=O)C=Cc3ccc([N+](=O)[O-])cc3)CC2)Oc2ccccc21	-11	-2
21	CCc1nc2sc3c(NCCN4CCOCC4)ncnc3c2c2c1CCCC2	-2	34
22	Brc1ccc(-c2nc(-c3ccc(-c4csc(C5CC5)n4)cc3)no2)o1	0	-4
23	CCC(C)NC(=O)CN1C(=O)/C(=C/c2ccc(Cl)cc2)Sc2ccccc21 (configuration not stated)	4	2
24	Cc1ccc(CNC(=O)c2cncc(-c3ccc(F)cc3)c2)cc1	0	-13
25	NNC(=O)CNC(=O)c1ccccc1[N+](=O)[O-]	-4	x
26	CCOCCn1cnc2sc(C(=O)Nc3ccc(C(F)(F)F)cc3)c(C)c2c1=O	-2	1
27	COc1ccc(C2C(=C(O)c3ccccc3)C(=O)C(=O)N2c2ccccc2)cc1 (configuration not stated)	0	4
28	Cc1noc(C)c1C1CCCN1C(=O)Cc1ccc(F)cc1Cl (configuration not stated)	-5	-2
29	O=C(O)C1CCCCC1C(=O)N1CCN(C(c2ccccc2)c2ccccc2)CC1 (configuration not stated)	-5	14
30	Cc1ccc(C(=O)N2CCN(Cc3ccc4c(c3)OCO4)CC2)o1	2	0
31	O=C1OC(c2ccccc2Br)=N/C1=C\C=C\c1ccccc1	-6	45
32	Cc1nn2c(=O)/c(=C/c3c(F)cccc3Cl)sc2nc1=O	-9	0
33	CCOC(=O)c1cc(=O)n(C)c2c1c(=O)oc1ccccc12	-10	x
34	CC(C(=O)NC1CC1)C1CCN(S(=O)(=O)c2cccs2)CC1 (configuration not stated)	-3	-11
35	COc1ccc(OC)c(-c2cn3ccn(-c4ccc(Cl)cc4)c(=O)c3n2)c1	-2	0
36	COc1cccc(OC2CCN(S(=O)(=O)c3ccc(F)c(Cl)c3)CC2)c1	3	-5
37	O=c1/c(=C/c2cc(Br)ccc2F)sc2nc3ccccc3n12	-5	-1
38	O=C(Nc1cccc(C(F)(F)F)c1)c1cc(Br)ccc1Cl	-11	-38
39	CC(N=Cc1cc([N+](=O)[O-])ccc1O)c1ccccc1 (configuration not stated)	4	10
40	Cc1[nH]nc2c1C1(CCOCC1)C(C#N)=C(N)O2	x	-4
41	CCCCN(CC)c1ccc(-c2nc(-c3ccc(OC)cc3)no2)cn1	4	-12
42	CC(C)Oc1ccc(NC(=O)COc2ccccc2C(C)C)cc1	-4	-58
43	CC(C)C(=O)N1CCC(c2nc(CNC(=O)C3CCC3)cs2)CC1	-4	-15
44	CC1=CC(C)(C)N(C(=O)CSc2nncn2C)c2ccccc21	2&-2	3&-2
45	CC1CCCC(NC(=O)CN2C(=O)CSc3ccccc32)C1C (configuration not stated)	-9	-7
46	C=CCn1c(=O)n(CCC#N)c(=O)n(CCC#N)c1=O	-17	-4
47	CC1(C)CC=C(c2cnc3ccccc3c2)c2cc(C(=O)Nc3ccc(C(=O)O)cc3)ccc21	-11	x
48	CC1CCCCC1NC(=O)C1CCC(CNS(=O)(=O)c2ccc(Br)s2)CC1 (configuration not stated)	4	-2
49	O=C1CSC(c2ccc(F)c(F)c2)N1c1cc(Cl)cc(Cl)c1 (configuration not stated)	1	-35
50	Cn1cnnc1SCC(=O)Nc1sc2c(c1C#N)CCC2	x	23
51	CCNC(=O)C(C1CCCC1)N1CCN(C(=O)c2ccccc2C)CC1 (configuration not stated)	4	1
52	CC(=O)N1CCN(c2nc3c(s2)CC(C(=O)Nc2ccc(C)c(C)c2)CC3)CC1 (configuration not stated)	3	7
53	CC1CC(C)CN(S(=O)(=O)c2ccc3[nH]cc(C(=O)NC4CCCCC4)c(=O)c3c2)C1 (configuration not stated)	-7	-1
54	CCCCN(CC)C(=O)C1c2cc(OC)c(OC)cc2C(=O)N(C)C1c1cccs1 (configuration not stated)	6	-2
55	CCN1CCn2cc(C(=O)NCc3ccc(F)cc3)nc2C1	-5	42
56	CN(Cc1ccccc1)S(=O)(=O)c1ccc2c(c1)OCCO2	-2	-15
57	Cc1ccccc1CC(=O)NC1CCN(c2nc3c(s2)c(C)nn3-c2ccccc2)CC1	-7	12
58	CCS(=O)(=O)c1cc([N+](=O)[O-])c(Sc2ccccc2N)s1	-12	32
59	COc1ccc(C2=NN(CC(=O)N(C)Cc3ccccc3)C(=O)CC2)cc1	-1	15
60	CC(C)Oc1ccc(C(=O)N(Cc2ccsc2)CC(F)(F)F)cc1	-5	-40

(continued)
item	Structure	Pf apPOL block	mHTT CaM bind
61	CCC(=O)Nc1ccc(S(=O)(=O)N2CCN(C)c3ccccc32)cc1	0	-2
62	Cc1ccc(Nc2c3c4c(cccc4n(C)c2=O)C(=O)c2ccccc2-3)cc1	-2	36
63	O=C(NCc1ccc(Cl)cc1)O[C@H]1CCC12CCC(c1ccccc1)CC2 (some centres not stated)	-9	-32
64	CCCc1[nH]n(-c2ccc(F)cc2)c(=O)c1C=Nc1ccc(CC)cc1	1	8
65	O=C(NCc1csc2ccc(Cl)cc12)c1ccno1	-12	x
66	COC(=O)c1cc(C=C(C#N)C#N)c(OC)cc1OC	-4	x
67	Cc1cc(C)cc(C(=O)N2CCc3nc[nH]c3C2)c1	-2	-1
68	CCC(C)(C)C(=O)N1CCN(c2ccc(NC(=O)c3ccc(C)cc3)cn2)CC1	-5	6
69	O=C(NCc1ccncc1)c1ccc(-c2cccs2)nc1	-3	-6
70	Cc1ccc(S(=O)(=O)N2CCC(n3cnc4ccc(C)cc4c3=O)CC2)cc1	-2	0
71	COc1ccc(-c2ccc(CN3C(C(C)C)C(=O)N(Cc4cn(CCC5OCCCO5)nn4)CCS3(=O)=O)cc2)cc1OC (configuration not stated)	5	44
72	CCC(C)n1c(=N)c(C#N)cc2c(=O)n3ccccc3nc21 (configuration not stated)	-4	4
73	CCCCC[C@@H](C)N1C[C@@H](COCc2ccccc2)Oc2cc(N3CCC[C@H]3C(N)=O)ccc2S1(=O)=O	-1	43
74	COCC(=O)Nc1cc(-c2nc3cc(Cl)ccc3o2)ccc1Cl	-5	-5
75	CC(C)n1c(=N)c(C(=O)NCC2CCCO2)cc2c(=O)n3ccccc3nc21 (configuration not stated)	-2	-1

16 entries from above, in transposed form.
58: CCS(=O)(=O)c1cc([N+](=O)[O-])c(Sc2ccccc2N)s1
59: COc1ccc(C2=NN(CC(=O)N(C)Cc3ccccc3)C(=O)CC2)cc1
60: CC(C)Oc1ccc(C(=O)N(Cc2ccsc2)CC(F)(F)F)cc1
61: CCC(=O)Nc1ccc(S(=O)(=O)N2CCN(C)c3ccccc32)cc1
62: Cc1ccc(Nc2c3c4c(cccc4n(C)c2=O)C(=O)c2ccccc2-3)cc1
63: O=C(NCc1ccc(Cl)cc1)O[C@H]1CCC12CCC(c1ccccc1)CC2 (some centres not stated)
64: CCCc1[nH]n(-c2ccc(F)cc2)c(=O)c1C=Nc1ccc(CC)cc1
65: O=C(NCc1csc2ccc(Cl)cc12)c1ccno1
66: COC(=O)c1cc(C=C(C#N)C#N)c(OC)cc1OC
67: Cc1cc(C)cc(C(=O)N2CCc3nc[nH]c3C2)c1
68: CCC(C)(C)C(=O)N1CCN(c2ccc(NC(=O)c3ccc(C)cc3)cn2)CC1
69: O=C(NCc1ccncc1)c1ccc(-c2cccs2)nc1

Compound,58,59,60,61,62,63,64,65,66,67,68,69
Pf apPOL block,-12,-1,-5,0,-2,-9,1,-12,-4,-2,-5,-3
mHTT CaM bind,32,15,-40,-2,36,-32,8,x,x,-1,6,-6

70: Cc1ccc(S(=O)(=O)N2CCC(n3cnc4ccc(C)cc4c3=O)CC2)cc1
71: COc1ccc(-c2ccc(CN3C(C(C)C)C(=O)N(Cc4cn(CCC5OCCCO5)nn4)CCS3(=O)=O)cc2)cc1OC (configuration not stated)
72: CCC(C)n1c(=N)c(C#N)cc2c(=O)n3ccccc3nc21 (configuration not stated)
73: CCCCC[C@@H](C)N1C[C@@H](COCc2ccccc2)Oc2cc(N3CCC[C@H]3C(N)=O)ccc2S1(=O)=O

Compound,70,71,72,73
Pf apPOL block,-2,5,-4,-1
mHTT CaM bind,0,44,4,43

Additional entries:
item	Structure	Pf apPOL block	mHTT CaM bind
76	CC(C)NC(=O)c1ccccc1NC(=O)c1ccc(Cl)cc1	2	-6
77	CC(C)(C)c1ccc(-c2nnc(NC(=O)C(Cl)Cl)s2)cc1	-5	x
78	COc1ccc2c(Cl)c(C(=O)N3CCOCC3)sc2c1	2	2
79	COC(=O)C1CSCCC1=NNc1ccc(Cl)cc1Cl (configuration not stated)	-6	x
80	CCOc1ccc(NC(=O)c2oc3ccccc3c2C)cc1	0	-10
81	Cn1c(SCc2ccc(-c3nnco3)cc2)nnc1C(F)(F)F	-4	x
82	O=C(NCC1CN(c2ccc3c(c2)OCO3)C(=O)O1)c1ccccc1C(F)(F)F (configuration not stated)	-5	-19
83	COc1ccc(OC)c(/C=C/C(=O)Nc2ccc(Cl)c(Cl)c2)c1	-4	-113
84	Cc1ccccc1-c1noc(C2CCCN2S(=O)(=O)c2c(C)c(C)cc(C)c2C)n1 (configuration not stated)	-2	-14
85	Cn1ccnc1C(O)c1ccccc1 (configuration not stated)	-2	-2
86	O=c1oc2ccc(Br)cc2cc1-c1nc2ccccc2o1	3	0
87	COc1cc(C2CC(=O)Oc3c(C(CCN4CCCC(C)C4)c4ccc(N(C)C)cc4)c(OC)cc(OC)c32)cc(OC)c1OC (configuration not stated)	-4	86*
88	Cc1cc(NC(=O)Cn2c(=O)n(-c3ccc(Cl)c(Cl)c3)c(=O)c3c(C)c(C)sc32)n[nH]1	0	1
89	O=c1c2cccc3c2c(nn1Cc1ccccc1Cl)-c1ccccc1-3	-3	-14
90	CCOC(=O)[C@@H]1CSCCS(=O)(=O)N1Cc1ccccc1Br	0	17
91	CCc1c(-c2ccccc2)n(Cc2ccccn2)c2nc3c(c(=O)n(C)c(=O)n3C)n12	-3	5
92	COc1ccc(Br)cc1CN1CCCC1c1c(C)noc1C (configuration not stated)	-12	-5
93	CCOc1ccccc1NC(=O)c1ccc(C)o1	-6	-2
94	Cc1ccc(CC(=O)N2CCC3(CC2)CN(C)CC3c2noc(C3CC3)n2)cc1 (configuration not stated)	2	3
95	CSCC(C)(O)CNC(=O)NC1CCCCC1 (configuration not stated)	-1	1
96	O=C1c2ccccc2S(=O)(=O)N1Cc1csc(-c2ccc(Cl)cc2)n1	-7	x
97	O=C1NC(=O)C(Cc2ccccc2)(c2ccccc2)N1 (configuration not stated)	3	-4
98	COCc1cc(C)nc2sc(C(=O)c3ccc([N+](=O)[O-])cc3)c(N)c12	-1	12
99	CC(Oc1ccc(OC(F)(F)F)cc1)C(=O)O (configuration not stated)	2	x
100	OCCCc1cc(-c2ccc(Cl)cc2)n[nH]1	-28	x
101	O=C(Nc1cccnc1)c1ccc2snnc2c1	-9&-4	-7&0
102	COc1ccc(C(=O)N2C=NN(C)C23SC(C(C)=O)=NN3c2ccccc2)cc1 (configuration not stated)	-4	14
103	Cc1c(-c2ccc(Cl)cc2)c(=O)oc2cc(O)ccc12	-16	-15
104	O=C(CCCOc1ccc(Cl)cc1)NCCc1nc2ccccc2[nH]1	-3	11
105	Cc1ncc2c(n1)CCN(C(=O)c1c(F)cccc1Cl)C2	-1	-4
106	CCOc1ccc(S(=O)(=O)Nc2ccc3oc(=O)sc3c2)cc1	-3	13
107	Clc1ccc(C(=CCCc2ccccc2)c2ccc(Cl)cc2)cc1	-8	x
108	COc1coc(CO)cc1=O	-3	-1
109	CCCCOc1ccc(C(=O)Nc2ccccc2CC)cc1	-2	-4
110	COc1ccc(NS(=O)(=O)c2ccc(Cl)cc2)cc1	3	-8
111	Cc1ccc(C2CC(c3ccc(F)cc3)Nc3nc(N)nn32)cc1 (configuration not stated)	-2	28
112	COc1ccc(Cl)cc1NC(=O)CCN1C(=O)C2C3CCC(C3)C2C1=O (configuration not stated)	1	4
113	COc1ccc(Br)cc1C1=N/C(=C/c2cc(OC)c(OC)c(OC)c2)C(=O)O1	2	3
114	Cc1ccc2nc(/C(C#N)=C/c3cccn3-c3ccc(S(N)(=O)=O)cc3)[nH]c2c1	-1	40
115	CCOC(=O)N1CCN(CC(O)COc2ccc(C3CCCCC3)cc2)CC1 (configuration not stated)	-5	1
